Pol eta inh = qHTS for Inhibitors of Polymerase Eta; Potency, µM (series often up to 114 µM), without a hit: at the highest dose activity change, negative = inhibition, most hits filed as inhibitors; DNA polymerase eta (Homo sapiens), Q9Y253; actives 1.2% (n = 390,000); recombinant Pol eta, fluorescent DNA replication assay; further: on the % scale 0 is the no-effect control and ±100 the full control effect
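Fluorescent replication assay: 50 nM final substrate added after a 15 min room-temperature compound preincubation with 10 nM enzyme. Signal taken at 0 min and again at 10 min.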
BLM helicase inh = qHTS Assay for Inhibitors of Bloom's syndrome helicase (BLM); RecQ-like DNA helicase BLM (Homo sapiens), P54132; recombinant BLM DNA unwinding, fluorescence dequenching; Potency, µM (series often up to 56.1 µM), inactives show at the highest dose activity change, negative = inhibition, most hits filed as inhibitors; actives 0.2% (n = 350,000); AID 2528, 2010;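 further: plate controls were vehicle for no effect and no enzyme for full effect; nearly all actives have a fitted effect of over 35% in size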
Target sequence (P54132 whole entry, looked up): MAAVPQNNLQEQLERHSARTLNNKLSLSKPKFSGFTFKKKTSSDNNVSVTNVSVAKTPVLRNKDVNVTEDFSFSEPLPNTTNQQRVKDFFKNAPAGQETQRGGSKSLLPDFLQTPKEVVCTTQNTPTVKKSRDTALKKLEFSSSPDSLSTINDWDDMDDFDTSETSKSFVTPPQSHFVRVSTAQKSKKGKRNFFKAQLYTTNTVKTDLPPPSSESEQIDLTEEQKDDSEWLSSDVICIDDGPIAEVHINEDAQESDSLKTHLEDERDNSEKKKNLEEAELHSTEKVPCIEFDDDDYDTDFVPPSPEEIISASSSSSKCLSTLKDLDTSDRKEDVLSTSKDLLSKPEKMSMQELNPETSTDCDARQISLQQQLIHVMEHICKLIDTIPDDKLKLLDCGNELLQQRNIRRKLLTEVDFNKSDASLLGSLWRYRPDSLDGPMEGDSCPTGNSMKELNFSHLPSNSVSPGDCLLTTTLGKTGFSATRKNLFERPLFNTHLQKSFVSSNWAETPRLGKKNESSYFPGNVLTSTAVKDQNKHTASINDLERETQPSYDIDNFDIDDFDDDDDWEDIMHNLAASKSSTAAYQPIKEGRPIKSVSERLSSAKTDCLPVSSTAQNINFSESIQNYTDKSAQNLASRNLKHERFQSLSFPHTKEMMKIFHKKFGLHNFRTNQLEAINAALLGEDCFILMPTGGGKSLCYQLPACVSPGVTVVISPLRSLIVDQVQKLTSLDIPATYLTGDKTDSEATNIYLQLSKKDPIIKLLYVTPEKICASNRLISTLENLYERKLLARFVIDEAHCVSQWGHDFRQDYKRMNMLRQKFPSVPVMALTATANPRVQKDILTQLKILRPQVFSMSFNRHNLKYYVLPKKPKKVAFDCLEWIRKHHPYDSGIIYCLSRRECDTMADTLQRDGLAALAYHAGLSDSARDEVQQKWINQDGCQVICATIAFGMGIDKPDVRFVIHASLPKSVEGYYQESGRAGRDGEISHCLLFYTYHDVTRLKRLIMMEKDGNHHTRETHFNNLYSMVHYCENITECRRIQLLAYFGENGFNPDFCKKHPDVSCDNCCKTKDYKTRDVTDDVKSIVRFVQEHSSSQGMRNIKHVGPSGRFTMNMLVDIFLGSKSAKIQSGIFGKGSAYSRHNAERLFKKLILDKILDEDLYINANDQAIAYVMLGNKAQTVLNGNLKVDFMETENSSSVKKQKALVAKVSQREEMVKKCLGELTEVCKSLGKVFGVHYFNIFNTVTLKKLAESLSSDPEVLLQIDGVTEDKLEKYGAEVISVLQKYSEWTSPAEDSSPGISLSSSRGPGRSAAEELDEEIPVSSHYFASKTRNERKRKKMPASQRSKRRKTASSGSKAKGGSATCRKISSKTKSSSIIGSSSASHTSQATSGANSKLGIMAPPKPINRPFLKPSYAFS
BAZ2B block = qHTS Assay for Inhibitors of BAZ2B; AlphaScreen BAZ2B-H3K14Ac peptide displacement; actives 4.4% (n = 360,000); AID 504333, 2011; Bromodomain adjacent to zinc finger domain protein 2B (Homo sapiens), Q9UIF8; Potency, µM (top dose mostly 114 µM), for the others: at the highest dose activity change, negative = inhibition, most hits filed as inhibitors; further: on the % scale 0 is the no-effect control and ±100 the full control effect; nearly all actives have a fitted effect of over 60% in size
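In this displacement format the biotinylated H3(5-23) peptide acetylated at Lys14 serves as ligand at 50 nM, with BAZ2B at 50 nM in PBS pH 7.4 containing 0.01% Tween-20. Donor and acceptor beads are 10 ug/mL final.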
Pol kappa inh = qHTS for Inhibitors of Polymerase Kappa; Potency, µM (top dose mostly 107 µM), for inactives: at the top dose activity, negative = inhibition, hits mostly inhibitors; DNA polymerase kappa (Homo sapiens), Q9UBT6; AID 588579, 2011; purified Pol kappa, fluorescent DNA synthesis assay, 10 min; actives 0.53% (n = 400,000); further: on the % scale 0 is the no-effect control and ±100 the full control effect
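Readout: fluorescence, taken kinetically at 0 and 10 min. Conditions: 10 nM Pol kappa, 15 min RT compound preincubation, 50 nM substrate final. Controls: enzyme-free buffer wells.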
G9a inh = qHTS Assay for Inhibitors of Histone Lysine Methyltransferase G9a | actives 8.8% (n = 350,000) | Potency, µM (titrated, usually from 102 µM), inactives show at the highest dose activity, negative = inhibition, usual class: inhibitors | AID 504332, 2011 | G9a H3K9 monomethylation, AlphaScreen, 2 h; further: on the % scale 0 is the no-effect control and ±100 the full control effect; nearly all actives have a fitted effect of over 75% in size
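Enzyme 20 nM + cpd, 15 min RT; add b-H3K9 pep 500 nM / SAM 20 uM; 2 h RT; anti-H3K9me1 Ab 0.5 ug/mL + SA donor / anti-rabbit acceptor beads 20 ug/mL each, 10 min; AlphaScreen read.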
Pol beta inh = qHTS Assay for Inhibitors of DNA Polymerase Beta; P06746; Pol beta primer extension/strand displacement, fluorescence kinetic; Potency, µM (series often up to 114 µM), without a hit: at the highest dose activity change, negative = inhibition, most hits filed as inhibitors; actives 1.3% (n = 340,000); AID 485314, 2010; further: on the % scale 0 is the no-effect control and ±100 the full control effect
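Reaction started by 50 nM substrate onto compound-treated Pol beta (10 nM, 15 min preincubation, room temperature); plates read at 0 min and 10 min. Normalized concentration-effect data fitted by four-parameter Hill equation.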
JMJD2A Tudor = qHTS Assay for Inhibitors of JMJD2A-Tudor Domain. AlphaScreen JMJD2A-Tudor / H3K4me3 peptide binding. Potency, µM (top dose mostly 114 µM), inactives show top-dose activity change, negative = inhibition, usual class: inhibitors. actives 4.4% (n = 390,000); further: on the % scale 0 is the no-effect control and ±100 the full control effect; nearly all actives have a fitted effect of over 50% in size
Pol iota inh = qHTS for Inhibitors of Polymerase Iota. DNA polymerase iota (Homo sapiens), Q9UNA4. Pol iota fluorescent replication assay, 10 min. Potency, µM (series often up to 115 µM), for the others: at the highest dose activity, negative = inhibition, usual class: inhibitors. actives 1% (n = 390,000)
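Pol iota at 10 nM preincubated 15 min with compounds at room temperature; reaction started with fluorescent substrate, 50 nM final. Fluorescence read kinetically at 0 and 10 min; buffer-only wells as negative control.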
APEX1 inh = qHTS Assay for Inhibitors of the Human Apurinic/apyrimidinic Endonuclease 1 (APE1); DNA repair nuclease/redox regulator APEX1 (Homo sapiens), P27695; actives 0.35% (n = 350,000); Potency, µM (top dose mostly 65.8 µM), for the others: at the highest dose activity change, negative = inhibition, hits mostly inhibitors; recombinant APE1, TAMRA/BHQ-2 abasic DNA cleavage fluorescence;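 further: plate controls were vehicle for no effect and reference inhibitor for full effect; nearly all actives have a fitted effect of over 55% in size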
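Incision of a quenched TAMRA/BHQ-2 THF abasic-site duplex (50 nM) by 0.75 nM APE1, after 15 min compound preincubation, measured as fluorescence increase over three 60 s reads. Values normalized to buffer, DMSO and NSC13755 control wells.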
* marks the source's active call; other numbers are inactive results; & = joins results of further samples; [ ] = another dose, or the depositor's remark. The call rests on the fitted dose curve; in most records, active means well fitted curve in the direction sought with a large enough effect; inconclusive means small, poorly fitted or top-dose-only effect, or another doubt; inactive means no such curve, though single readings can be large; an effect the other way counts as inactive or inconclusive. Potency means the concentration at half of the fitted maximal effect. A portion of the library; count on the stated rates, not on these rows.

CN(CCOc1ccc(Cl)cc1)CC(O)c1ccccc1 (configuration not stated) was read as Pol eta inh -1%, BLM helicase inh 0%, BAZ2B block 20µM*, Pol kappa inh -7%, G9a inh 3.5µM*, Pol beta inh 66%, JMJD2A Tudor 1.1µM*, Pol iota inh 20% and APEX1 inh 0%.
`COc1cc(NC(=O)c2sc3ncn(CC(=O)N4CCCC(C)C4)c(=O)c3c2C)cc(OC)c1OC` (configuration not stated) gave Pol eta inh -9%, BLM helicase inh 1%, BAZ2B block inconclusive, Pol kappa inh 10%, G9a inh 24%, Pol beta inh 0%, JMJD2A Tudor -18%, Pol iota inh -8% and APEX1 inh 48%[activator].
Screening CCc1ccc(C(=O)CSc2nc(N)cc(=O)[nH]2)cc1 returned Pol eta inh -2%, BLM helicase inh 0%, BAZ2B block -6%, Pol kappa inh 2%, G9a inh -2%, Pol beta inh -28%, JMJD2A Tudor -5%, Pol iota inh 5% and APEX1 inh 8%.
For OC(COCc1ccc2c(c1)OCO2)CN1CCCCC1 (configuration not stated) the results were Pol eta inh -12%, BLM helicase inh 2%, BAZ2B block -26%, Pol kappa inh 9%, G9a inh -24%, Pol beta inh -21%, JMJD2A Tudor -5%, Pol iota inh 12% and APEX1 inh -3%.
`O=C(CCNC(=O)c1ccc(Br)cc1)Nc1cccc(S(=O)(=O)N2CCCCCC2)c1` gave Pol eta inh inconclusive, BAZ2B block -6%, Pol kappa inh -6%, G9a inh inconclusive, JMJD2A Tudor -28%, Pol iota inh -15% and APEX1 inh 6%.
`CCc1nnc(NC(=O)c2nc(S(=O)(=O)Cc3cccc(C)c3)ncc2Cl)s1` gave Pol eta inh -3%&8%, BLM helicase inh -3%&0%, BAZ2B block inconclusive, Pol kappa inh -9%&-4%, G9a inh 45µM*, Pol beta inh 56%&42%, JMJD2A Tudor 2.8µM*, Pol iota inh inconclusive and APEX1 inh 20%.
CCC(c1nnc(SCC(=O)N2CCOCC2)n1C1CCCCC1)N(C)C (configuration not stated) was read as Pol eta inh -14%, BLM helicase inh 0%, BAZ2B block 3%, Pol kappa inh -8%, Pol beta inh 22%, JMJD2A Tudor -16%, Pol iota inh 16% and APEX1 inh 20%.
For NS(=O)(=O)c1ccc(CCNC(=O)CSc2ccc3ccccc3c2)cc1 the results were Pol eta inh -11%, BLM helicase inh 5%, BAZ2B block 3%, Pol kappa inh 8%, G9a inh 8%, Pol beta inh -11%, JMJD2A Tudor -2%, Pol iota inh 24% and APEX1 inh 0%.
`COc1ccc(Oc2ncc3nc(-c4cccs4)c(=O)n(-c4ccccc4)c3n2)cc1` gave BLM helicase inh 6%, Pol kappa inh -1%[60.1 µM], G9a inh 25%[12.7 µM] and APEX1 inh 22%.
CCCN(CCC)CCNC(=O)Cn1cc2c(n1)-c1c(oc(C(=O)N3CCCC3)c1C)CC2 was read as Pol eta inh -1%&-8%, BLM helicase inh 4%, BAZ2B block inconclusive, Pol kappa inh -20%, G9a inh inconclusive, Pol beta inh 2%, JMJD2A Tudor -16% and Pol iota inh 26%.
Screening CC(=O)Oc1ccc(/C(C)=N\N2CCN(Cc3ccc(Cl)cc3)CC2)cc1 returned Pol eta inh -4%, BLM helicase inh -5%, BAZ2B block -8%, Pol kappa inh -6%, G9a inh -13%, Pol beta inh 9%, JMJD2A Tudor -24%, Pol iota inh 14% and APEX1 inh 13%.
CCOC(=O)N1CCN(C(=O)CCl)CC1 was read as Pol eta inh 6%, BLM helicase inh -1%, BAZ2B block -10%, Pol kappa inh 0%, G9a inh inconclusive, Pol beta inh 39%[activator], JMJD2A Tudor -12%, Pol iota inh 52%[activator] and APEX1 inh 16%.
Screening COc1ccc(N(CC(=O)NCCc2ccc(C)cc2)S(=O)(=O)c2c(C)nn(C)c2C)cc1 returned Pol eta inh -15%, BLM helicase inh 0%, Pol kappa inh -4%, G9a inh -3%[59 µM], Pol beta inh -17%, JMJD2A Tudor -17% and Pol iota inh -3%.
For O=C(NCc1cccs1)c1ccc(CS(=O)(=O)c2ccc(Cl)cc2)o1 the results were Pol eta inh -8%, BLM helicase inh 1%, BAZ2B block 2%, Pol kappa inh -20%, G9a inh 11%, Pol beta inh -14%, JMJD2A Tudor 1%, Pol iota inh -6% and APEX1 inh -11%.
Screening CCOc1ncccc1C(=O)Nc1ncc(C)s1 returned Pol eta inh -12%, BLM helicase inh 0%, BAZ2B block 2%, Pol kappa inh -2%, G9a inh 2%, Pol beta inh 0%, JMJD2A Tudor 12%, Pol iota inh 145%[activator] and APEX1 inh -2%.
`O=C(CSC1=NCCN1)NC(c1ccccc1)c1ccccc1` gave Pol eta inh -16%, BLM helicase inh -1%, Pol kappa inh -24%, G9a inh -16%, Pol beta inh 2%, JMJD2A Tudor -10%, Pol iota inh 130%[activator] and APEX1 inh -1%.
Cc1ccc(NC(=O)CN(C)C(=O)c2n[nH]c(=O)c3ccccc23)cc1 was read as Pol eta inh 8%, BLM helicase inh -4%, BAZ2B block -16%, Pol kappa inh -16%, G9a inh 1%, Pol beta inh 1%, JMJD2A Tudor -10%, Pol iota inh 6% and APEX1 inh -3%.
`CCOc1ccc(NC(=O)CCc2c(C)nc3cc(-c4ccccc4OC)nn3c2C)cc1` gave Pol eta inh -10%, BLM helicase inh -6%, BAZ2B block -3%, Pol kappa inh 4%, G9a inh 6%[59 µM], Pol beta inh 16%, JMJD2A Tudor -4% and Pol iota inh 10%.
COC(=O)C1CCN(Cc2nnc(-c3ccccc3)o2)CC1 was read as Pol eta inh -23%, BLM helicase inh 0%, BAZ2B block 11%, Pol kappa inh 5%, G9a inh 14%, Pol beta inh -11%, JMJD2A Tudor -9%, Pol iota inh 3% and APEX1 inh 2%.
Screening COc1ccc(S(=O)(=O)N2CCC(C(=O)NCc3ccncc3)CC2)cc1OC returned Pol eta inh -5%, BLM helicase inh -1%, BAZ2B block -12%, Pol kappa inh 1%, G9a inh -5%, Pol beta inh 4%, JMJD2A Tudor 5%, Pol iota inh 24% and APEX1 inh 1%.
`Cc1cccc(C(=O)NC(=S)NCc2cccnc2)c1` gave Pol eta inh -19%, BLM helicase inh -4%, BAZ2B block 0%, Pol kappa inh -9%, G9a inh 16%[59 µM], Pol beta inh -26%, JMJD2A Tudor 11%[57.1 µM], Pol iota inh -4% and APEX1 inh -2%.
Screening CC(C)CC(NC(N)=O)C(=O)NCCc1ccc(Cl)cc1 (configuration not stated) returned Pol eta inh -23%, BLM helicase inh -1%, BAZ2B block -1%, Pol kappa inh 2%, G9a inh 11%, Pol beta inh 5%, JMJD2A Tudor 7%[57.1 µM], Pol iota inh 127%[activator] and APEX1 inh 1%.
For COCc1cc(C)nc2sc(C(=O)Nc3ccccc3F)c(N)c12 the results were Pol eta inh -23%, BLM helicase inh -8%, BAZ2B block 31%[activator], Pol kappa inh -6%, G9a inh 18%, Pol beta inh 9%, JMJD2A Tudor 27%, Pol iota inh 33% and APEX1 inh 12%.
For O=C(O)CCCCCNC(=O)c1ccccc1 the results were Pol eta inh 15%, BLM helicase inh -2%, BAZ2B block -5%, Pol kappa inh -12%, G9a inh 24%, Pol beta inh 1%, JMJD2A Tudor -29%, Pol iota inh 8% and APEX1 inh 6%.
Screening Cn1ccc2cc(S(=O)(=O)N3CCN(C(=O)Nc4cccc(F)c4)CC3)ccc21 returned Pol eta inh -6%, BLM helicase inh -4%, BAZ2B block -3%, Pol kappa inh -10%[60.1 µM], G9a inh -3%[59 µM], Pol beta inh 3%, JMJD2A Tudor -12% and Pol iota inh 28%.
For COCCNc1nnnc2c1sc1nc(N3CCOCC3)c3c(c12)CCCC3 the results were BLM helicase inh 0%, BAZ2B block -2%, G9a inh 2%, Pol beta inh 2% and APEX1 inh -1%.
`Nc1nc(SCC(=O)N2CCCc3ccccc32)n(-c2ccccc2)n1` gave Pol eta inh -6%, BLM helicase inh 2%, BAZ2B block 8%, Pol kappa inh 3%, G9a inh 5%, Pol beta inh 18%, JMJD2A Tudor -1%, Pol iota inh 29% and APEX1 inh -4%.
Screening CCOC(=O)C1=C(C)NC(C)=C(C(=O)OCC)C1C(=O)OCC(=O)N1CCC(C)CC1 returned Pol eta inh 4%&-4%, BLM helicase inh 0%, BAZ2B block 0%, Pol kappa inh -15%&-3%, G9a inh 7%[12.7 µM], Pol beta inh -1%, JMJD2A Tudor -3%&8%, Pol iota inh 63%&-7%[activator] and APEX1 inh 3%&3%.
For O=c1[nH]nc(-c2ccccc2)c2ccccc12 the results were Pol eta inh -20%, BLM helicase inh 0%, BAZ2B block 22%, Pol kappa inh -4%, G9a inh 13%, Pol beta inh 17%, JMJD2A Tudor -5%, Pol iota inh 88%[activator] and APEX1 inh 1%.
O=C(O)c1cccc(C(=O)Nc2cccc(NC(=O)C3CCCO3)c2)c1 (configuration not stated) was read as Pol eta inh inconclusive, BLM helicase inh 1%, BAZ2B block -14%, Pol kappa inh 1%, G9a inh -26%[12.7 µM], Pol beta inh -11%, JMJD2A Tudor -19%, Pol iota inh -15% and APEX1 inh 0%.
Cn1cnc(NCc2ccccc2)c1[N+](=O)[O-] was read as Pol eta inh -10%, BLM helicase inh 5%, BAZ2B block -5%, Pol kappa inh -16%, Pol beta inh 42%, JMJD2A Tudor -16%, Pol iota inh 8% and APEX1 inh 20%.

No new results follow: entries from further up.
Screening Cn1ccc2cc(S(=O)(=O)N3CCN(C(=O)Nc4cccc(F)c4)CC3)ccc21 returned Pol eta inh -6%, BLM helicase inh -4%, BAZ2B block -3%, Pol kappa inh -10%[60.1 µM], G9a inh -3%[59 µM], Pol beta inh 3%, JMJD2A Tudor -12% and Pol iota inh 28%.
For COCCNc1nnnc2c1sc1nc(N3CCOCC3)c3c(c12)CCCC3 the results were BLM helicase inh 0%, BAZ2B block -2%, G9a inh 2%, Pol beta inh 2% and APEX1 inh -1%.

Screening results (PubChem)
